Jurkat NFkB inh: inhibitors of the PMA/ionomycin-induced NF-kB reporter in Jurkat cells; PMA/ionomycin-induced NF-kB luciferase reporter, luminescence; inhibition, % at 4 µM; 330,000 tested, 0.53% active; AID 435003; in the data active = inhibition above about 50%
UPR XBP1 act: activators of adaptive arm of unfolded protein response (XBP1); CHO-XBP1 luciferase reporter, IRE1-XBP1 UPR activation, luminescence; percent of tunicamycin response, DMSO as zero; activation, % at 20 µM; 330,000 tested, 0.33% active;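 active = versus positive control, 20 µM dose yields 30% or more activation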;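 also: 100% = tunicamycin at 10 µg/mL and 0% = DMSO only wells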
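Test system: CHO-XBP1 luciferase reporter cells | Buffer or medium: Serum-containing F12 medium, 10% FBS | Schedule: 6 h compound exposure at 37 °C, 5% CO2 | Detection: Steady-Glo luciferase glow luminescence, 10 min after reagent addition | Read-out basis: Activation, % of tunicamycin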
APJ antag: antagonists of human APJ apelin receptor. 330,000 tested, 0.32% active. P35414. CHO-K1 APJ beta-arrestin complementation, luminescence. inhibition, % at 20 µM. AID 2521;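 active = inhibition above about 40% at 20 µM, limit read from the data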;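 also: cells challenged with 10 nM apelin-13 agonist together with compound; plate controls were apelin-13 plus DMSO wells for no effect and DMSO wells lacking apelin-13 for full effect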
APJ ag: APJ receptor agonism; CHO-K1 APJ PathHunter beta-arrestin, luminescence; 0% DMSO wells, 100% apelin; 330,000 tested, 0.11% active; P35414; activation, % at 20 µM;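 active = activation more than six SD over the plate average, tested at 20 µM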;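 also: 0% = DMSO alone and 100% = apelin-13 at 10 nM; some results filed as inactive read as strong as hits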
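Assay system: CHO-K1 APJ beta-arrestin complementation cell line / Compound: single test compound dose, 20 µM final, 1% DMSO / Times: overnight seeding, 90 min compound at 25 °C, 1 h detection / Technique: beta-gal luminescence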
Mdm2 MdmX PPI: human Mdm2/MdmX binding inhibition; O15151+Q00987; SaOS-2 split-luciferase Mdm2/MdmX complementation, luminescence; inhibition, % at 8 µM; 330,000 tested, 3% active; AID 485346;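 active = inhibition of at least 50% at 8 µM in the primary screen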
Target sequence (O15151 whole entry, looked up): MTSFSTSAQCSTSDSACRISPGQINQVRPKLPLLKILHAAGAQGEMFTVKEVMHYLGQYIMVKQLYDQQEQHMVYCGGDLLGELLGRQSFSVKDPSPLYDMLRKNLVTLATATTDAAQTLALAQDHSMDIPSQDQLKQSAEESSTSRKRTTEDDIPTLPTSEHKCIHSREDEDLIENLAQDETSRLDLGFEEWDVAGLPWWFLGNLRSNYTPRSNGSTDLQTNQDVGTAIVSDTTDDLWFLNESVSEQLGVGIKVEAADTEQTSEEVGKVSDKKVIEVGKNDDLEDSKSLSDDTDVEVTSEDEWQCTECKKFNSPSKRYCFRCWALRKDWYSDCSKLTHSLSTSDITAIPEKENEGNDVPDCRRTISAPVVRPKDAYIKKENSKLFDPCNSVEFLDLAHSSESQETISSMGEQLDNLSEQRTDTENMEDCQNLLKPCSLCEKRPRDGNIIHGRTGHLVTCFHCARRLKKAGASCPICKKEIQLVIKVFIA
Target sequence (Q00987 whole entry, looked up): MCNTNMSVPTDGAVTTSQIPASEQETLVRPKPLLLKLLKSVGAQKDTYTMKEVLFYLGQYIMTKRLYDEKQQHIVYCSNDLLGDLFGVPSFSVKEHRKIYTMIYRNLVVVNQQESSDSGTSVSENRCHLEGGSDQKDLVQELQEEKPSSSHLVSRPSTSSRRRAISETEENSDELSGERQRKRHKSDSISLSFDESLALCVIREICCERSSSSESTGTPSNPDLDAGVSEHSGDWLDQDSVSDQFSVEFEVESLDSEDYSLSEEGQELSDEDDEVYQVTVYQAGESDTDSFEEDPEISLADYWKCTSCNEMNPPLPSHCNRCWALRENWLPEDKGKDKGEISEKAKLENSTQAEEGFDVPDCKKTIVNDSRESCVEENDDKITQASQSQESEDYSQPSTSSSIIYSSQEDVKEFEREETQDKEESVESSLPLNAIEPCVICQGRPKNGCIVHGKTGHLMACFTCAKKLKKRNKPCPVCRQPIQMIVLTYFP
tim23-1 inh: growth inhibitors of tim23-1 mutant yeast. S. cerevisiae tim23-1 growth, BacTiter-Glo luminescence, 24 h. inhibition, % at 20 µM. 330,000 tested, 1.3% active;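 active = growth inhibition of the mutant yeast at or above 50%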;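 also: temperature-sensitive mutant grown at 25 °C; plate controls were DMSO-treated mutant yeast for no effect and medium wells lacking yeast for full effect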
697 NFkB inh: lowers PMA/ionomycin-induced NF-kB signal in 697 B cells | 697 B-cell NF-kB luciferase reporter, 16 h | inhibition, % at 4 µM | 330,000 tested, 0.33% active | AID 435022; in the data active = inhibition above about 35%
UPR CHOP act: apoptotic UPR (CHOP) activation. CHO-CHOP luciferase reporter, luminescence; percent of tunicamycin response over DMSO baseline. activation, % at 10 µM. 330,000 tested, 0.34% active;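 active = at 10 µM dose, activation of 40% or more, normalized to positive control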;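 also: 100% = tunicamycin at 10 µg/mL and 0% = DMSO alone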
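System: CHO-CHOP luciferase reporter cell line; amount: 500 cells/well; buffer or medium: F12 medium containing 10% fetal bovine serum; incubation: 6 h compound exposure at 37 °C after overnight seeding; measured by: luciferase luminescence after 10 min with Steady-Glo reagent; evaluation: % reporter activation, DMSO baseline versus tunicamycin full activation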
* = called active by the depositor.

Structure	Jurkat NFkB inh	UPR XBP1 act	APJ antag	APJ ag	Mdm2 MdmX PPI	tim23-1 inh	697 NFkB inh	UPR CHOP act
CC(O/N=C/c1ccccc1OC(F)F)C(=O)Nc1cccc(S(=O)(=O)N2CCOCC2)c1 (centres undefined)	3	0	-12	-1	23	9	2	4.5
CC1(C)CC(=O)c2c(nn(-c3ccccc3)c2N)C1	-2	0	-16	-1	-5	0	0	0.6
Cc1coc(C)c1C(=O)CC1(O)C(=O)N(CCc2ccccc2)c2ccccc21 (centres undefined)	-15	0	8	-1	0	27	-14	-1.5
Cc1nc(-c2cc(-c3nc(-c4ccc(C(F)(F)F)cc4)no3)no2)cs1	-3	1	-3	2	-9	-12	-22	0.1
CCCCNC(=O)COC(=O)c1ccc(NC(C)=O)cc1	-10	-1	12	1	0	13	-9	-0.4
CCCOc1ccc(Oc2nc(-c3ccncc3)nc3ccccc23)cc1	1	-3	-1	-1	11	8	17	1.7
COc1ccc(-n2nnnc2-c2cnc3cc4c(cc3c2C)OCO4)cc1	-9	-3	-9	0	0	13	-38	-0.8
COC(=O)C1(C)NC(c2ccc(F)cc2)C2C(=O)N(c3ccccc3)C(=O)C21 (centres undefined)	14	-4	4	4	-10	4	12	-1.6
COc1ccccc1OCC(=O)Nc1ccc2c(c1)OCO2	-10	1	-9	-2	-20	8	-6	3.9
O=C(O)CCC(=O)NCCc1cccc(Cl)c1	7	0	8	-3	12	4	20	2.5
CC(C1CC2CCC1C2)n1c(-c2cccs2)n[nH]c1=S (centres undefined)	9	1	27	-4	0	45	1	0.7
CSCCC(NC(=O)c1ccc(Cl)cc1Cl)C(=O)OC(C)C(=O)NCc1ccco1 (centres undefined)	-6	-3	1	0	-15	20	3	0.2
CC(=O)Nc1ccc(S(=O)(=O)N(C)CC(=O)NC2CCCC(C)C2C)cc1 (centres undefined)	12	-1	-3	1	5	12	12	1.2
CCC(C)NC(=O)c1cc(S(=O)(=O)N2CCCCC2)c[nH]1 (centres undefined)	-6	1	10	-2	-2	-4	8	-1.1
CN(Cc1ccccc1)C(=O)c1[nH]cnc1C(=O)NCc1ccc(CNC(=O)OC(C)(C)C)cc1	5	-7	-3	-2	22	7	8	-0.5
COc1ccc2nc(NNC(=O)c3cc(=O)c4ccccc4o3)sc2c1	-20	0	-74	-4	21	23	-64	-1.0
O=C(O)C1Nc2c(C(F)(F)F)ccc(Cl)c2C2C=CCC12 (centres undefined)	-33	3	4	0	-19	14	-11	2.2
Cc1cnc(C(=O)OCC(=O)Nc2c(Cl)cc(Cl)cc2Cl)cn1	-12	1	0	-2	10	-10	15	0.0
C/C(CC(=O)Nc1ccc(Cl)cc1Cl)=N\NC(=O)C(=O)N1CCCC1	-4	1	1	-3	-2	17	4	0.4
CCC1Oc2ccc(C)cc2N(Cc2cccc(C)c2)C1=O (centres undefined)	0	-1	21	-7	-8	8	-7	-0.5

4 entries from above, set out differently:
C/C(CC(=O)Nc1ccc(Cl)cc1Cl)=N\NC(=O)C(=O)N1CCCC1
  Jurkat NFkB inh: -4	UPR XBP1 act: 1	APJ antag: 1	APJ ag: -3	Mdm2 MdmX PPI: -2	tim23-1 inh: 17	697 NFkB inh: 4	UPR CHOP act: 0.4

O=C(O)C1Nc2c(C(F)(F)F)ccc(Cl)c2C2C=CCC12 (centres undefined)
  Jurkat NFkB inh: -33	UPR XBP1 act: 3	APJ antag: 4	APJ ag: 0	Mdm2 MdmX PPI: -19	tim23-1 inh: 14	697 NFkB inh: -11	UPR CHOP act: 2.2

Cc1cnc(C(=O)OCC(=O)Nc2c(Cl)cc(Cl)cc2Cl)cn1
  Jurkat NFkB inh: -12	UPR XBP1 act: 1	APJ antag: 0	APJ ag: -2	Mdm2 MdmX PPI: 10	tim23-1 inh: -10	697 NFkB inh: 15	UPR CHOP act: 0.0

CN(Cc1ccccc1)C(=O)c1[nH]cnc1C(=O)NCc1ccc(CNC(=O)OC(C)(C)C)cc1
  Jurkat NFkB inh: 5	UPR XBP1 act: -7	APJ antag: -3	APJ ag: -2	Mdm2 MdmX PPI: 22	tim23-1 inh: 7	697 NFkB inh: 8	UPR CHOP act: -0.5

Later entries:
Structure	Jurkat NFkB inh	UPR XBP1 act	APJ antag	APJ ag	Mdm2 MdmX PPI	tim23-1 inh	697 NFkB inh	UPR CHOP act
COc1ccccc1-c1cc(C(=O)N/N=C\c2cnn(C)c2C)c2ccccc2n1	-12	0	3	0	-24	-2	-1	-0.4
Cc1nc(-n2nnc3ccccc32)c2c3c(sc2n1)CCCC3	4	3	4	-5	23	40	10	-1.6
CN(C(=O)Cn1cc([N+](=O)[O-])ccc1=O)C1CCCCC1	-4	3	4	-3	-16	-6	16	1.1
COc1cc(C(=O)N(Cc2cc3cc(C)ccc3[nH]c2=O)CC2CCCO2)cc(OC)c1OC (centres undefined)	-7	13	5	-1	6	4	-2	-0.2
CC(C)CN(C(=O)COC(=O)c1c2c(nc3ccccc13)CCC2)c1c(N)n(Cc2ccccc2)c(=O)[nH]c1=O	-7	-6	11	-6	30	6	-19	1.8
CN(C(=O)CSc1nc(-c2ccc(F)cc2)cs1)C1CCS(=O)(=O)C1 (centres undefined)	-9	0	1	-4	12	2	-11	-0.2
O=C(COC(=O)Cn1cnc2ccccc21)Nc1cccc2c1C(=O)c1ccccc1C2=O	4	0	-39	3	9	-11	-21	1.6
CCO/C=C1\C(=O)N(c2ccc(OCC)cc2)C(=O)c2ccccc21	7	3	5	0	21	1	-12	1.2
Cc1c(Cl)c(C(=O)NC2CCCC2)nn1C	12	2	9	1	-4	0	3	2.6
O=C(Cn1ccc2ccccc2c1=O)NCCC(=O)N1CCN(c2ccccc2)CC1	13	6	-9	1	8	1	-3	-2.1
CC(=O)NC(c1cccc([N+](=O)[O-])c1)c1c(OC(C)=O)ccc2ccccc12 (centres undefined)	-7	-1	5	-5	6	4	16	0.5
CCOc1ccc(C(=O)N/N=C/c2cc(Cl)ccc2[N+](=O)[O-])cc1	8	0	-4	1	-5	1	16	1.7
CCOC(=O)C1CCN(C(=O)c2ccc3snnc3c2)CC1	-19	2	7	-3	16	0	6	0.1
O=C(OCc1ccccc1)c1ccccc1	8	1	8	-5	-8	13	10	4.4
O=C(NNC(=O)C(O)(c1ccccc1)c1ccccc1)C1CC1	10	1	-7	0	-18	5	12	1.3
CSc1ccccc1NC(=O)CN(C)S(=O)(=O)c1ccc(F)cc1	5	1	5	-4	-14	18	-14	0.5
CCCn1c(SCC(=O)/C(C#N)=C(\C)N)n[nH]c1=O	-11	0	-17	3	-1	-5	18	-2.5
COc1ccccc1NC(=O)CSc1nnc(COc2ccc(Cl)cc2)o1	5	-1	-12	-3	28	-4	20	1.8
Clc1ccc(-c2nnc(-c3ccccc3Cl)o2)cc1	-194	-1	9	-3	-120	22	-203	-1.2
CC(C)CCOC(=O)C(C)Sc1n[nH]c(=O)[nH]c1=O (centres undefined)	6	-1	6	-1	20	4	20	2.7
CCCCc1ccc(NC(=O)NCc2ccccn2)cc1	-5	-5	0	-3	8	16	11	0.3
Cc1n[nH]c(=O)c2c(NC(=O)CSc3nc4ccccc4c(=O)n3C(C)C)oc(C)c12	7	-3	15	-8	19	-4	18	0.1
Cc1ccnc(NC(=O)c2cccc(S(=O)(=O)NCc3ccccc3)c2)c1	4	-3	-21	-4	16	20	-19	-0.6
COc1ccc(C(=O)NCC(=O)OCC(=O)NC2CCCCCC2)cc1	11	-4	2	-3	19	23	-5	1.3
O=C(Cc1ccccc1)NN1C(=O)C2C3C=CC([C@@H]2C1=O)C31CC1 (some centres undefined)	-6	0	4	-3	16	8	2	0.1
O=S(=O)(NCC1(N2CCOCC2)CCCCC1)c1ccc(Cl)cc1C(F)(F)F	9	-1	-13	-5	16	29	-8	3.1
CCCS(=O)(=O)N1CCN(CCN2C(=O)c3cccc4cccc(c34)C2=O)CC1	5	-3	26	3	-32	25	9	-0.3
Cc1cccn2c(=O)c3cc(C(=O)NCCN4CCOCC4)c(=N)n(Cc4cccnc4)c3nc12	24	-2	18	9	53*	-2	31	3.1
COc1ccc(OC)c2[nH]c(=O)c(CCNC(=O)C(=O)c3c(C)[nH]c4ccccc34)cc12	-4	-3	9	-1	5	21	27	1.3
CC(C)(C)OC(=O)CNC(=O)c1[nH]cnc1C(=O)Nc1ccc(CNC(=O)OC(C)(C)C)cc1	25	-2	-26	7	63*	10	13	4.4
Cc1ccc(S(=O)(=O)c2nc(S(C)(=O)=O)sc2N2CC(C)OC(C)C2)cc1 (centres undefined)	15	3	3	-4	21	15	-4	0.1
O=C(COc1cccc(NC(=O)c2cccc([N+](=O)[O-])c2)c1)c1ccc(Br)cc1	4	-4	-33	3	49	29	30	2.1
O=S(=O)(Nc1nc2ccccc2nc1Cl)c1ccccc1C(F)(F)F	13	0	-7	0	12	9	11	0.5
CN(CC(=O)Nc1ccccc1Cl)C(=O)CN1C(=O)C2CCCCC2C1=O (centres undefined)	-6	-2	1	-3	-2	-1	-9	0.8
CN(C)c1ccc(N=Nc2cccc(F)c2)cc1	-244	-10	-11	-4	-183	31	-90	0.9
COc1cc(/C=N/N2CCN(c3ccccc3OC)CC2)ccc1OC(C)=O	-2	0	13	-3	5	24	-9	5.6
Cc1cc(C)cc(N(C(C)C(=O)N2CCCC2)S(C)(=O)=O)c1 (centres undefined)	-2	-2	10	-2	2	8	14	1.3
COc1cccc2cc(C(=O)C3=C(O)C(=O)N(CCN4CCOCC4)C3c3ccc(Cl)cc3)oc12 (centres undefined)	-7	1	13	-3	26	10	-2	-1.0
CC(C(=O)O)n1nnc2ccccc21 (centres undefined)	-1	-1	-3	3	1	8	21	1.9
CCCn1c(N)c(C(=O)COC(=O)/C=C/c2ccc(OC(F)F)c(OC)c2)c(=O)[nH]c1=O	0	0	3	-1	26	8	1	0.7
COc1nc(-c2ccccc2)cc(C(F)(F)F)n1	10	0	10	-4	-22	-17	3	-0.5
CCOC(=O)c1cc(C)sc1NC(=O)CN1CCN(C(=O)c2ccco2)CC1	-7	-1	-12	7	10	33	-52	-0.8
N#CC1=C(N)SC(C(=O)c2ccccc2)C1c1cccs1 (centres undefined)	5	-2	13	-3	-2	5	1	0.3
COc1ccccc1-c1coc2c(CN3C(C)CCCC3C)c(O)ccc2c1=O (centres undefined)	9	-5	-8	-1	27	5	11	-0.9
Cc1ccc(C(C(=O)Nc2ccc(C(C)C)cc2)N(C)C(=O)c2ccc(=O)[nH]c2)cc1 (centres undefined)	9	-6	-6	-1	0	13	2	2.1
COCCCn1c(SCC(=O)NC(C)C)nnc1-c1ccccc1	-1	0	6	1	-20	15	21	-0.4
O=[N+]([O-])c1ccc(O)c(CN2CCCCCC2)c1	-4	-3	-7	1	2	10	-22	-0.9
O=C(C[C@H]1C/C=C\C[C@@H](Cc2ccc(F)cc2)C(=O)O[C@H](c2ccccc2)CNC1=O)NCCO	19	0	5	-4	20	8	16	0.3
CCOc1ncccc1C(=O)Nc1ccc(S(=O)(=O)Nc2nccs2)cc1	3	1	8	1	2	13	3	-1.7
O=C(OCCN1C(=O)c2ccccc2C1=O)c1ccccc1	0	1	-22	3	19	17	12	2.0

(list continues)
Structure	Jurkat NFkB inh	UPR XBP1 act	APJ antag	APJ ag	Mdm2 MdmX PPI	tim23-1 inh	697 NFkB inh	UPR CHOP act
CC(C)(C)NC(=O)C(OC(=O)c1ccco1)c1ccc(Cl)cc1 (centres undefined)	-2	-4	14	1	8	2	12	-1.0
CCN(CC(=O)Nc1c(F)cccc1F)C(=O)c1cccc(-n2cccc2)c1	9	1	-17	-8	-28	38	18	1.0
Cc1nn(CC(=O)Nc2cccnc2)c(=O)c2ccccc12	13	1	-3	-3	13	-8	10	0.0
CCCC[N+](CC#CCO)(CC#Cc1ccccc1)CCCC	22	-3	-5	-9	21	1	19	2.4
